Screening data deposited in PubChem by several laboratories.
CRFBP-R2 block: CRF-BP/CRF-R2 complex antagonism. HEK293 CRF-R2/CRF-BP, CRF-induced calcium fluorescence. inhibition, % at 11.8 µM. 0.59% of 350,000 active. AID 588475;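 active = inhibition of the ligand-induced calcium signal above about 50% at the single tested concentration, limit read from the data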
UBC9 SUMO inh: inhibitors of human SUMOylation (UBC9) | inhibition, % at 35 µM | 0.36% of 290,000 active | HTRF SUMOylation assay, SAE1/SAE2 + UBC9, in vitro; in the data active = inhibition above about 50%, passing the limit was not always enough; also: strong numbers were not always called active
Target sequence (P63279 whole entry, looked up): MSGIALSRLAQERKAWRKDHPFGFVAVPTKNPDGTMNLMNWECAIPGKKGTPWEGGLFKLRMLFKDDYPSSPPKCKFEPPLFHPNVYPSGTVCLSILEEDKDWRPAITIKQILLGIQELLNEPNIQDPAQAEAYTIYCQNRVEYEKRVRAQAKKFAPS
IMP-1 inh: inhibitors of Pseudomonas aeruginosa IMP-1 metallo-beta-lactamase. purified IMP-1, nitrocefin hydrolysis, epi-absorbance fluorescence. inhibition, % at 5.6 µM. 0.45% of 290,000 active. AID 1556;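 active = inhibition above the mean plus 3 SD of all compounds in the same screening run, cut at about 4.5% in these data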;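 also: 0% = IMP-1 with DMSO and 100% = DMSO wells lacking enzyme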
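Test system: recombinant IMP-1 enzyme, purified / Medium: HEPES buffer pH 7.1 with ZnSO4 and Brij 35 / Doses: single dose, 5.6 µM / Times: 25 °C, 15 min preincubation, 25 min reaction / Detection: Epi-absorbance via hydrolysed-nitrocefin quenching of white-plate fluorescence, 480/530 nm, EDTA stop / Evaluation: percent inhibition from optical density relative to buffer-blank wells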
IDE act: boosts human insulin-degrading enzyme activity in HEK cells. P14735. activation, % at 5.96 µM. 0.073% of 340,000 active. FAbeta-B cleavage, fluorescence polarization; 0% vehicle, 100% cell-free pure enzyme wells;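 active = activation above the mean of all tested compounds plus 3 SD, set per screening campaign, cut at about 17% in these data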
VIM-2 inh: blocks Pseudomonas aeruginosa VIM-2 metallo-beta-lactamase. inhibition, % at 5.6 µM. 0.89% of 290,000 active. purified VIM-2, nitrocefin hydrolysis, epi-absorbance fluorescence;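 active = inhibition above the mean of all tested compounds plus 3 SD, cutoff set per screening run, cut at about 7.5% in these data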;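 also: red hydrolysis product quenches plate fluorescence so inhibitors raise well fluorescence; 0% = enzyme with DMSO and 100% = DMSO without enzyme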
pCIP destab: lowers stability of the mouse p/CIP coactivator protein | Q05BA5 | F442A p/CIP-EGFP cells, EGFP fluorescence, 16 h | decrease of EGFP signal, % at 10 µM | 0.01% of 290,000 active;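 active = EGFP signal decrease of at least 30% at 10 µM or well 3 SD below plate mean, unless failing retest; inactive = the rest, including hits failing retest or dose response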; also: some compounds called inactive have numbers as strong as hits; many of its hits are not listed in these tables
IDE cell inh: inhibits human insulin-degrading enzyme in HEK cells | P14735 | FAbetaB cleavage, fluorescence polarization | inhibition, % at 5.59 µM | 0.41% of 320,000 active;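 active = percent inhibition above the average of all tested compounds plus 3 SD, set per screening campaign, cut at about 16% in these data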;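 also: IDE supplied by intact live HEK cells; FP after avidin binding of uncleaved biotin substrate so inhibition keeps polarization high; 0% = DMSO wells and 100% = 60 µM reference IDE inhibitor Ii1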
GalR3 antagonist: human GalR3 antagonism. HEK293 GalR3-CNG cAMP membrane potential fluorescence; galR3 body fused to GalR1 C-terminus. inhibition, % at 3 µM. 0.44% of 360,000 active. AID 651719;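 active = inhibition above the screen-wide average plus 3 SD, cut at about 13% in these data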;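 also: forskolin and galanin both at EC90 stimulate the cells; cAMP rise reported by CNG channel membrane potential dye signal; 0% = forskolin plus galanin with DMSO and 100% = forskolin alone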
Target sequence (O60755 1-299 limits assumed): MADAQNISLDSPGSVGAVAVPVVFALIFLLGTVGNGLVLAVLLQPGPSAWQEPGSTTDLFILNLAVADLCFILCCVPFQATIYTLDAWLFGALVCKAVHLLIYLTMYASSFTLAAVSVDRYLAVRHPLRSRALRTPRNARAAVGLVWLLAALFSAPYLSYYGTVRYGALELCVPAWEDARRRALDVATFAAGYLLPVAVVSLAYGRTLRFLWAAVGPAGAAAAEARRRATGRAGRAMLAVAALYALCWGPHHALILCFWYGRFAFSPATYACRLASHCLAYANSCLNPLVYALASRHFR
NS3 helicase inh: blocks Hepatitis C virus NS3 helicase unwinding | NS3 helicase DNA unwinding, Cy5 molecular beacon fluorescence | inhibition, % at 10.9 µM | 0.56% of 290,000 active | AID 1800;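 active = inhibition above the mean of all tested compounds plus 3 SD, set per campaign, cut at about 35% in these data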;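 also: 0% = DMSO wells and 100% = thioflavine S control wells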
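System: Hepatitis C virus NS3 helicase domain fragment enzyme | Reagent: Annealed dual-labelled DNA beacon duplex, ATP-started | Compound dosing: 10.9 µM single point, 0.8% DMSO | Incubation: 1 h reaction at 25 °C, ATP-initiated | Technique: Cy5 fluorescence | Evaluation: Percent inhibition from t60/t0 fluorescence ratio | Benchmarks: Low DMSO, high thioflavine S at 110 µM | Replication: Singlicate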
Starred values were filed as active, the others as inactive; . = no result given.

Molecule | CRFBP-R2 block | UBC9 SUMO inh | IMP-1 inh | IDE act | VIM-2 inh | pCIP destab | IDE cell inh | GalR3 antagonist | NS3 helicase inh
O=C(CCCSc1nc2ccccc2s1)NCc1ccco1 | -5 | 4 | -3.9 | 4 | -2.5 | -14 | -2 | -2 | 4
COc1cccc(OCC(=O)N2CCC3(CC2)CC(=O)c2ccccc2O3)c1 | 3 | . | . | 3 | . | . | 6 | -2 | .
O=C(CCn1c(=O)[nH]c2ccsc2c1=O)N1CCN(Cc2ccc3c(c2)OCO3)CC1 | -38 | 2 | -1.5 | -3 | -2.3 | -14 | 2 | 2 | -2
Cc1ccc(C(=O)C(C)OC(=O)C2=COCCO2)cc1C (stereo not drawn) | -15 | 2 | -1.4 | 1 | -4.3 | -8 | 7 | 1 | 4
COc1ccc(C(=O)COC(=O)c2ccccc2O)c(OC)c1 | 3 | . | . | 7 | . | . | 8 | -7 | .
Cc1scc(C(=O)Nn2cnnc2)c1-c1ccccc1 | 21 | 19 | -4.4 | 8 | -4.1 | -3 | 7 | . | -4
COc1cc(C2C(C(=O)c3ccc(C)o3)=C(O)C(=O)N2c2cc(C)on2)cc(Br)c1O (stereo not drawn) | -18 | -7 | -1.5 | -1 | -0.2 | 0 | 12 | 0 | 19
Oc1ccc(CN2CCc3ccccc3C2)c2cccnc12 | 1 | -40 | -3.4 | 6 | 4.1 | 4 | -5 | -4 | -11
O=C(NCc1ccccn1)c1cccc([N+](=O)[O-])c1 | -1 | -10 | -1.1 | 2 | -3.2 | 2 | -1 | -5 | -4
Cn1nc(C(=O)NC2CCCCC2)c2ccccc2c1=O | 13 | 1 | -2.1 | 8 | -2.7 | 7 | 9 | -3 | -1
COc1ccc(/C=C/C(=O)N2CCN(c3ccccn3)CC2)c2ccccc12 | -1 | 16 | -2.8 | -11 | -3.8 | 0 | -5 | -8 | -6
COC(=O)c1c(NC(=O)CN2C(=O)C(=O)N(C(C)C)C2=O)sc(C)c1C | 1 | . | . | 2 | . | . | -2 | -5 | .
CCOC(=O)N1CCc2c(sc(NC(C)=O)c2C(N)=O)C1 | -2 | . | -4.0 | 2 | -1.4 | . | 0 | 3 | -5
Cc1sc2ncnc(SCC(=O)N3CCCC3)c2c1C | 8 | 0 | -2.9 | 1 | 4.5 | 3 | 3 | 0 | -1
Cc1c(NC(=O)Nc2ccc(C(C)C)cc2)c(=O)n(-c2ccccc2)n1C | 6 | 10 | -0.2 | 2 | -1.0 | -20 | -6 | -2 | 8
CCc1cc2cc(C)cc(C)c2nc1SCC(=O)Nc1cc(C)on1 | -4 | 15 | -0.7 | 3 | -1.7 | -27 | 2 | -1 | -1
O=C(COC(=O)CNC(=O)c1ccccc1)Nc1ccccc1Cl | 20 | -10 | -2.0 | 1 | -1.9 | -11 | -2 | -6 | -5
C=CCn1c(SCC(=O)OCC)nc(C(F)(F)F)cc1=O | 2 | 5 | -1.6 | 1 | 0.6 | 1 | 2 | -1 | -2
Cn1cc(-c2nnnn2-c2ccccc2)c(=O)c2ccccc21 | -4 | -2 | -1.8 | -2 | -4.6 | 2 | 2 | -1 | -3
CC(=O)OC1[C@H](Oc2c(O)c(C)c3c4c2[C@@H](C)CC[C@@H]4[C@@H](C)C[C@@H]3C=C(C)C)OC[C@@H](O)[C@@H]1O (stereo partly drawn) | -1 | . | . | 3 | . | . | -1 | -6 | .
C=CCn1c(CNC(=O)c2ccco2)nnc1SCC(=O)c1ccccc1 | 1 | 7 | -2.6 | -3 | -4.4 | -11 | 4 | 3 | 1
Cc1ccc(-c2nc(=S)c3c(n2Cc2cccnc2)CC(C)(C)OC3)cc1 | 4 | 16 | -3.2 | -5 | -0.8 | -4 | 0 | -3 | -2
Cc1ccccc1NC(=O)Cn1nc(C(=O)O)c2ccccc2c1=O | 5 | 1 | -6.0 | -3 | 1.7 | -6 | 1 | 1 | 0
O=C(Nc1ccc2[nH]c3c(c2c1)CCCC3)c1ccco1 | -11 | 10 | -2.1 | 3 | 0.8 | 2 | -1 | -1 | 17
OC(CC#CCN1CCCCC1)(c1ccccc1)c1ccccc1 | -5 | 2 | -0.4 | -3 | -3.6 | -3 | 0 | -10 | -16
CC(C(=O)NCCN1C(=O)S/C(=C\c2cccnc2)C1=O)N1C(=O)c2ccccc2C1=O (stereo not drawn) | -15 | 8 | -2.4 | 5 | -1.0 | 3 | 4 | 4 | -12
CSc1ccccc1C(=O)C1CCCN(Cc2c(C)n(C)n(-c3ccccc3)c2=O)C1 (stereo not drawn) | 11 | 14 | -2.0 | 7 | -0.7 | -3 | 5 | 3 | 1
COc1ccc(C(C(=O)NC(C)(C)C)N(Cc2ccco2)C(=O)CCC(=O)Nc2cc(C)on2)cc1 (stereo not drawn) | -26 | -4 | -4.0 | 5 | -2.4 | -14 | 1 | -8 | 6
O=C(NNC(=S)NCc1ccccc1)c1ccc(Br)cc1 | -2 | -25 | -4.9 | -1 | -4.6 | 1 | 3 | -3 | -16
Cc1ccccc1S(=O)(=O)Cc1ccc(C(=O)NC2CCCCCC2)o1 | -10 | -7 | -1.3 | -1 | 0.1 | -28 | 2 | -5 | 0
O=C(c1ccc(CNS(=O)(=O)c2ccccc2)cc1)N1CCN(c2ccccn2)CC1 | -10 | 5 | -1.8 | 7 | 1.2 | 4 | 3 | -5 | -10
Cn1c(C23CC4CC(CC(C4)C2)C3)n[nH]c1=S | -11 | -2 | -2.5 | 1 | 2.3 | -6 | -2 | 3 | -3
Cc1ccc(NN=Nc2nc3c([nH]2)c(=O)n(C)c(=O)n3C)cc1 | 17 | 8 | -5.5 | 2 | -2.8 | 5 | 6 | -1 | 2
CC(C)(C)C(=O)CSc1ccc(S(=O)(=O)N2CCN(Cc3ccccc3)CC2)cn1 | 6 | . | . | 5 | . | . | 1 | -8 | .
O=C(Nc1ccc2nc(-c3ccccc3)oc2c1)c1ccco1 | -21 | 17 | -4.8 | -3 | -2.2 | -1 | -1 | -3 | 1
O=C(COC(=O)c1cc(S(=O)(=O)N2CCOCC2)ccc1Cl)NC1CC1 | 0 | . | . | 2 | . | . | 1 | -5 | .
Cc1ccc2cc(CN(C)C(=O)C3CCCO3)c(=O)[nH]c2c1 (stereo not drawn) | 3 | 11 | 4.2 | 3 | -1.2 | -6 | 2 | 6 | 4
COc1ccc(C)cc1S(=O)(=O)n1ccnc1C | 4 | 12 | -1.6 | 0 | -8.4 | -6 | -4 | -8 | 10
O=C1NC(Cc2c[nH]c3ccccc23)C(=O)N1Cc1ccccc1 (stereo not drawn) | -9 | 13 | -1.1 | 0 | -1.1 | -11 | -4 | -4 | -1
COCCN1C(=O)Cc2c1nc(N)c1c(N)nc(N3CCN(c4ccc(F)cc4)CC3)c(C#N)c21 | 2 | 93* | -0.6 | 4 | 0.4 | -10 | -1 | -3 | 6
Cc1cc(N2C(=O)C(O)=C(C(=O)c3ccco3)C2c2ccc(O)cc2)no1 (stereo not drawn) | -1 | 26 | -2.9 | 2 | 3.8 | -1 | 9 | -3 | 6
CCc1ccc2[nH]c(=O)c(CN(CCCN3CCOCC3)C(=O)Nc3cccc(Cl)c3)cc2c1 | -9 | 14 | -2.8 | -2 | -1.3 | -8 | 0 | -1 | -28
CSCc1ccc(C(=O)NC(C)c2ccc(-n3ccnc3)cc2)cc1 (stereo not drawn) | -13 | 1 | -2.7 | 5 | -4.0 | -8 | . | -4 | 2
CSc1ccc(/C=C2\CCn3c2nc2cc(C(=O)O)ccc2c3=O)cc1 | -4 | 15 | -3.1 | 2 | -1.5 | -6 | 5 | -5 | 4
O=C(CN1CCCc2ccccc21)NCCc1ccc(Cl)cc1 | -2 | -9 | -2.9 | 1 | -1.7 | 4 | 0 | -3 | 7
Cc1ccc(Cl)cc1N1CCN(C(=O)c2ccc(NS(=O)(=O)c3c(C)noc3C)cc2)CC1 | -12 | 10 | -0.9 | 5 | -0.3 | -10 | -2 | -2 | -17
O=C1CCCN2N=C(SCC(=O)Nc3ccc(OC(F)(F)F)cc3)SC2=N1 | 6 | 0 | -4.1 | 1 | -2.6 | -1 | 7 | -8 | -1
COC(=O)N/N=C/c1c(C)nn(-c2cccc(Cl)c2)c1Cl | 9 | 14 | -2.8 | -1 | -2.1 | -18 | 5 | 2 | 1
COC(=O)N(NC(=O)C(O)(c1ccccc1)c1ccccc1)c1ccccc1 | -2 | 0 | -3.1 | 0 | -1.6 | -7 | -4 | -8 | 7
CCn1c(-c2csc(-c3ccccc3)n2)n[nH]c1=S | 9 | -8 | -3.8 | 3 | -2.7 | 2 | 4 | 0 | -7
COc1cccc(-c2ncc3ccccc3c2COC(=O)c2ccc(F)cc2)c1 | -11 | . | . | 1 | . | . | 2 | -4 | .
COc1ccc(C(=O)OCC(=O)NC(=O)NC(C)C)cc1OC | 6 | 2 | -2.0 | 0 | -0.4 | 6 | 4 | -1 | 23

Of the compounds above, 8 have an aryl thioether with sulfur outside any ring.
Molecule | CRFBP-R2 block | UBC9 SUMO inh | IMP-1 inh | IDE act | VIM-2 inh | pCIP destab | IDE cell inh | GalR3 antagonist | NS3 helicase inh
O=C(CCCSc1nc2ccccc2s1)NCc1ccco1 | -5 | 4 | -3.9 | 4 | -2.5 | -14 | -2 | -2 | 4
Cc1sc2ncnc(SCC(=O)N3CCCC3)c2c1C | 8 | 0 | -2.9 | 1 | 4.5 | 3 | 3 | 0 | -1
CCc1cc2cc(C)cc(C)c2nc1SCC(=O)Nc1cc(C)on1 | -4 | 15 | -0.7 | 3 | -1.7 | -27 | 2 | -1 | -1
C=CCn1c(SCC(=O)OCC)nc(C(F)(F)F)cc1=O | 2 | 5 | -1.6 | 1 | 0.6 | 1 | 2 | -1 | -2
C=CCn1c(CNC(=O)c2ccco2)nnc1SCC(=O)c1ccccc1 | 1 | 7 | -2.6 | -3 | -4.4 | -11 | 4 | 3 | 1
CSc1ccccc1C(=O)C1CCCN(Cc2c(C)n(C)n(-c3ccccc3)c2=O)C1 (stereo not drawn) | 11 | 14 | -2.0 | 7 | -0.7 | -3 | 5 | 3 | 1
CC(C)(C)C(=O)CSc1ccc(S(=O)(=O)N2CCN(Cc3ccccc3)CC2)cn1 | 6 | . | . | 5 | . | . | 1 | -8 | .
CSc1ccc(/C=C2\CCn3c2nc2cc(C(=O)O)ccc2c3=O)cc1 | -4 | 15 | -3.1 | 2 | -1.5 | -6 | 5 | -5 | 4
